LMPTP inh = blocks human LMPTP phosphatase; recombinant LMPTP-A, OMFP fluorogenic substrate, fluorescence intensity; inhibition, % at 20 µM; 360,000 compounds, 0.22% hits;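 active = compounds that cut the enzyme signal by at least half of the control window in the single-dose screen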;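 also: plate controls were DMSO wells with enzyme plus substrate for no effect and substrate without enzyme for full effect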
Target sequence (P24666 whole entry, looked up): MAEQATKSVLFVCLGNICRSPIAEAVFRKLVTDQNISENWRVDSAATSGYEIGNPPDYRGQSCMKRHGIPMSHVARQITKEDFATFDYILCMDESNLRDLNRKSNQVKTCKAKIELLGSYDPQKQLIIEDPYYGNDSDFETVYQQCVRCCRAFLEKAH
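Buffer or medium: Bis-Tris pH 6.0, DTT, detergent; Assay system: LMPTP-A enzyme; Quantity: 0.625 nM enzyme; Detection: endpoint fluorescence intensity; Times: 50 min dark incubation at room temperature; Controls: substrate-only low control, DMSO enzyme-plus-substrate high control; Doses: single 20 µM dose; Read-out: percent inhibition versus substrate-only and uninhibited controls; Reagent: 400 µM OMFP.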
NadD block = inhibitors of Staphylococcus aureus NadD | purified NadD enzyme, colorimetric absorbance read-out | inhibition, % at 20 µM | 360,000 compounds, 0.78% hits | AID 602399; in the data active = inhibition above about 26%; also: some compounds past the cut are filed as inactive
DNMT1 inh = DNMT1 (human) enzyme inhibition | 360,000 compounds, 0.83% hits | AID 588458 | DNMT1 molecular beacon, Hinp1I cleavage, fluorescence | inhibition (reported as % activation of signal), % at 10 µM; in the data active = inhibition above about 50%
Scp-1 inhibitor = blocks human Scp-1 phosphatase activity | Q9GZU7 | Recombinant Scp1, phosphopeptide, malachite green phosphate absorbance | inhibition, % at 20 µM | 340,000 compounds, 0.88% hits | AID 493091;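 active = inhibition above about 50% at 20 µM, limit read from the data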;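 also: plate controls were DMSO wells with enzyme for no effect and wells lacking enzyme for full effect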
Target sequence (Q9GZU7 76-261 limits assumed): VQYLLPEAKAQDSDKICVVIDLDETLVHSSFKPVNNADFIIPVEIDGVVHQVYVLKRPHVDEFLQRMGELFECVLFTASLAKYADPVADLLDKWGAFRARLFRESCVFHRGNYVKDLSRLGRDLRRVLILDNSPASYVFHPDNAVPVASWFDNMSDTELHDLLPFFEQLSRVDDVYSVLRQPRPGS
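Material – SCP-1 phosphatase catalytic domain, residues 76-261 · Buffer or medium – Acidic Tris acetate buffer with magnesium and detergent · Also added – Phospho 17-mer peptide substrate · Compound – single 20 µM dose, 1% DMSO · Times – 45 min room-temperature reaction, 5 min colour, 30 min stabiliser · Technique – Phosphate-binding colour reagent, absorbance read at 630 nm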
CendR NRP1 mod = modulators of CendR peptide binding to human neuropilin-1; FAM-RPARPAR peptide binding to NRP-1, fluorescence polarization; inhibition, % at 25 µM; 360,000 compounds, 0.85% hits; AID 602438;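 active = inhibition or corrected inhibition above about 18%, plus a signal ratio from 0.5 to 1.5, limit read from the data, passing the limit was not always enough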; also: strong numbers were not always called active
MT1-MMP act inh = MT1-MMP (human) activation inhibition. GFP/RFP ratio change, % at 20 µM. P50281. HT1080 RFP-PRO-GFP cells, GFP/RFP ratio fluorescence, overnight; percent of plate control window, DMSO zero. 360,000 compounds, 0.061% hits;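 active = GFP/RFP ratio change of at least 30% with cell ATP level not reduced by more than half and red fluorescence within 50% of control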; also: strong numbers were not always called active
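Assay system: RFP-PRO-GFP reporter HT1080 cells; read-out basis: GFP/RFP fluorescence ratio; benchmarks: DMSO wells and RFP-L50D-GFP cells; doses: 20 µM single dose, 1% DMSO; schedule: overnight cell settling, then overnight compound exposure, 37 °C, 5% CO2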
STEP block = STEP (human) phosphatase inhibition; recombinant STEP, OMFP fluorogenic substrate, fluorescence; inhibition, % at 20 µM; 360,000 compounds, 0.25% hits;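 active = inhibition at 20 µM, scaled per plate between control wells, above about 37%, limit read from the data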;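 also: 0% = DMSO with enzyme and substrate and 100% = substrate only without enzyme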
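material = STEP tyrosine phosphatase | reagent = fluorogenic phosphatase substrate OMFP at 25 µM final | doses = single compound dose of 20 µM, 1% DMSO final | schedule = 20 min reaction, room temperature, in the dark | measured by = fluorescence, 480/540 nm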
SKN-1 block = C. elegans SKN-1 inhibition; C. elegans VP596 Pgst-4::GFP/RFP ratio, acrylamide-induced, 24 h; inhibition, % at 21.8 µM; 360,000 compounds, 0.49% hits; AID 624304;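 active = interference check ratio from 0.5 to 1.5 plus GFP to RFP signal ratio inhibition reaching or exceeding a fixed threshold, cut at about 30% in these data, passing the limit was not always enough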; also: some compounds called inactive have numbers as strong as hits
SUMO1-SIM PPI = modulators of human SUMO1-mediated protein-protein interactions; P63165; SUMO1 binding to a labelled peptide, TR-FRET, 1 h; inhibition, % at 20 µM; 360,000 compounds, 0.33% hits; in the data active = inhibition above about 37%
Target sequence (P63165 whole entry, looked up): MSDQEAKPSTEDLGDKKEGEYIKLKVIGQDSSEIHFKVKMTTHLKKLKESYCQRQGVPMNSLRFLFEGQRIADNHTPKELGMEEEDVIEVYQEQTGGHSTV
Rpn11 block = blocks the human proteasome subunit Rpn11; O00487; human 26S proteasome, Ub4-pepOG fluorescence polarization; 20S core pre-blocked with epoxomicin; calls only at 20 µM; 360,000 compounds, 0.59% hits;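 active = inhibition at 20 µM, scaled to each plate's controls, above about 33%, limit read from the data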
Target sequence (O00487 whole entry, looked up): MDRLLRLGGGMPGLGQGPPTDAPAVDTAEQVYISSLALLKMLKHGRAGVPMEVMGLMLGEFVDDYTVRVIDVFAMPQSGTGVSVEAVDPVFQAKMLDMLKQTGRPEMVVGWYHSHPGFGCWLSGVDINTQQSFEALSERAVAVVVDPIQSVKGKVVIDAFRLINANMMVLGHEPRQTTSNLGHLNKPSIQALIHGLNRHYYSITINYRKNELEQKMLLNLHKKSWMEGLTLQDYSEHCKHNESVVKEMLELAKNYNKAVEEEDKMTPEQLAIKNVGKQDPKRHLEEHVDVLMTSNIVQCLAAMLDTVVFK
Starred values were filed as active, the others as inactive; i = inactive; . = no result given.

SMILES	LMPTP inh	NadD block	DNMT1 inh	Scp-1 inhibitor	CendR NRP1 mod	MT1-MMP act inh	STEP block	SKN-1 block	SUMO1-SIM PPI	Rpn11 block
CCOc1ccc(NC2=CC(=O)CCC2)cc1	-1.8	1	2	-6	-4	-4	-3	14	1	i
CCN(CC)S(=O)(=O)c1cccc(NC(=O)c2cncc(Br)c2)c1	-0.6	-4	3	-15	10	-1	1	-19	0	i
COc1cccc(NC(=O)C2CCN(S(=O)(=O)c3ccccc3)CC2)c1	0.6	-9	1	1	7	-3	1	0	3	i
CN(C)CCCn1c2c(c(SCC(=O)Nc3nccs3)nc1=O)CCC2	0.0	-7	0	-3	0	-2	-1	-27	5	i
N/C(=N\OC(=O)c1cccc(Cn2cc(C(F)(F)F)ccc2=O)c1)c1ccc(Cl)cc1	1.0	1	12	-1	-5	-4	0	1	-4	i
CC(C)[C@H](NC(=O)c1ccccc1)C(=O)OCC(=O)N1CCN(C(=O)c2ccco2)CC1	-0.2	-1	0	0	14	1	-2	5	1	i
Cc1cccc(C)c1OCC(=O)NCc1nnc(SCC(=O)NC2CCCCC2)n1C	-1.9	0	4	-6	-3	4	-3	6	0	i
CC(=O)c1c(OC(=O)c2ccco2)c2ccccc2n1C	-0.5	-6	7	-9	-6	2	2	-1	-6	i
COc1ccc(CCCCCCOCc2ccccc2)cc1	1.0	4	4	-8	3	7	2	-13	5	i
CCc1ccc(C(=O)CN(C#N)c2nc(C)cc(C)n2)cc1	-0.3	-2	3	-9	6	0	-1	-7	-9	i
Cc1ccn2c(NCc3ccc4c(c3)OCO4)c(-c3ccc(O)cc3)nc2c1	2.3	-6	4	0	3	6	-1	-1	-6	i
CC1CC(C)CN(C(=O)COC(=O)c2ccc([N+](=O)[O-])o2)C1 (configuration not stated)	-0.7	-5	-4	-5	-25	4	2	8	-36	i
Cc1[nH]n(-c2ccccc2)c(=O)c1C(c1cccc([N+](=O)[O-])c1)c1c(C)[nH]n(-c2ccccc2)c1=O	2.6	14	-14	9	1	18	-2	1	4	i
Cc1ccc(S(=O)(=O)NCC(=O)N2CCCCC2)cc1	-0.9	-2	3	-3	10	-1	-2	-6	-1	i
Cc1nc(-c2ccccc2)sc1C1(C)CC(c2cccc(F)c2)=NO1 (configuration not stated)	2.7	0	-7	-4	-11	11	-1	-12	1	i
COc1ccc(CC(=O)Nc2ccc(S(=O)(=O)N3CCCCC3)cc2)cc1OC	0.0	-6	-4	-2	-12	.	2	-17	28	i
NNC(=O)Cc1csc(-c2ccccc2)n1	-0.4	-8	-4	-11	-4	-1	-2	-7	-2	i
O=C(O)CNC(=O)CC12CC3CC(CC(C3)C1)C2	-0.6	-2	-1	-2	4	-6	-2	-38	-1	i
COc1ccccc1C(CNC(=O)c1ccc(NS(=O)(=O)c2ccc(F)c(C)c2)cc1)N(C)C (configuration not stated)	2.2	-3	1	0	5	-6	0	17	-4	i
C=CCC[C@@H](Cc1ccc(F)cc1)C(=O)OC[C@@H]1CCCN1C(=O)[C@@H](CC=C)CC(=O)N(CCO)Cc1ccccc1	2.3	-16	-1	-11	12	-9	1	6	3	i
COC(=O)C1=C(C)NC2=C(C(=O)CC(C)(C)C2)C1c1cnn(C)c1C (configuration not stated)	-0.4	-7	1	-5	-1	-3	-2	-7	-4	i
O=C(O)/C=C\c1cc2c(cc1[N+](=O)[O-])OCO2	5.1	-4	4	-5	6	-2	2	-13	-12	i
COc1ccc2c(c1)OC[C@H]1[C@H]2N2C(=O)CN(CC3CCCO3)C(=O)[C@@]2(C)[C@H]1c1ccccc1 (some centres not stated)	-0.3	0	5	0	26*	-4	2	3	4	i
CCCOc1cccc(C2/C(=C(/O)c3ccc(OC)cc3)C(=O)C(=O)N2CCN(C)C)c1 (configuration not stated)	-2.6	1	-1	1	-4	1	-1	-7	-12	i
COc1ccccc1NC(=S)N1CCCCCC1	0.2	2	3	-2	3	-2	1	13	2	i
CCCCn1nnnc1C(c1ccccc1)N1CCN(C)CC1 (configuration not stated)	-1.4	0	.	.	1	-1	.	1	0	.
COC(=O)CN1C(=O)C(C)(C)Oc2ccc(C(=O)Nc3ccccc3F)cc21	0.6	-4	6	13	-1	0	0	10	1	i
O=C1c2ccccc2C(=O)N1c1cccc2ccccc12	-1.9	-3	1	-10	-4	0	1	0	-14	i
CC(=O)c1sc2c(c1OC(=O)c1ccc(Cl)cc1Cl)c(=O)n(-c1ccccc1)c(=S)n2-c1ccccc1	1.7	23	12	-20	-4	-27	4	6	-43	i
COc1ccc(S(=O)(=O)N(CC(=O)O)c2ccccc2)cc1	-0.4	2	1	-5	-6	-1	0	-6	-3	i
COc1ccc(N=C2S/C(=C\c3cccs3)C(=O)N2CC(C)C)cc1	0.2	7	-5	-21	0	0	0	10	-2	i
Cc1ccc(C)c(NC(=O)Cn2nc(C)c3ccccc3c2=O)c1	-0.5	-2	0	0	-2	4	-6	-12	-6	i
Cc1nc(SCC(=O)c2ccc(F)cc2)n[nH]1	-0.3	1	-2	-2	1	6	0	0	0	i
CCN(C(=O)CSc1ncn[nH]1)C1CCCCC1	-0.3	0	0	-4	3	6	0	1	-2	i
COc1cc(C(=O)Nc2ccc3nc4n(c(=O)c3c2)CCCCC4)cc(OC)c1OC	-0.4	-5	0	-11	1	8	-1	3	6	i
COc1ccc(CNC(=O)CN(C(=O)c2csnn2)c2ccc3c(c2)OCCO3)cc1	-1.1	-3	0	-15	3	0	-2	7	1	i
O=C(Cn1nnc(-c2cccc(C(F)(F)F)c2)n1)N1CCOCC1	-0.3	12	-2	-6	-27	8	-1	-17	-2	i
CCOC(=O)C1CC(=O)c2ccccc2C1c1ccccc1 (configuration not stated)	-3.6	-2	3	-5	7	-2	1	9	-1	i
O=C(CCCc1nc(-c2ccccc2Cl)no1)NC1CCCCC1	0.6	-5	2	-2	-13	1	7	-10	3	i
O=C(c1ccc(F)cc1)N1CCN(C2CCCCC2)CC1	-2.6	3	0	3	-9	1	-1	4	0	i
CCCS(=O)(=O)N1CCN(C(=O)c2cccs2)CC1	-1.7	2	4	-4	1	-1	-1	-10	-5	i
O=C(COc1ccc(/C=N/NC(=O)CSCc2ccc([N+](=O)[O-])cc2)cc1)NCc1ccco1	-2.8	-5	-4	0	1	-3	0	-11	-15	i
C(=C\c1ccccc1)/C=N/N1CCN(Cc2ccccc2)CC1	0.9	3	0	-4	16	9	-2	11	-10	i
CCn1cnc2c(Nc3cc(F)cc(F)c3)nc(C#N)nc21	0.2	-4	7	0	-8	12	-1	-2	-1	i
COC(=O)N1CCCCC1c1cc(C(=O)Nc2cccc3c2CCCC3)no1 (configuration not stated)	0.4	-9	2	.	3	-2	2	12	5	i
O=C(O)c1ccc2c(=O)n3c(nc2c1)/C(=C/c1cccc(O)c1)CC3	0.1	-7	0	0	5	1	2	21	-1	i
CCOc1ccc(-c2cc(C(=O)Nc3ccc(C)c(NS(C)(=O)=O)c3)[nH]n2)c(C)c1	1.1	4	-3	.	4	-7	-3	22	4	i
COc1ccc(S(=O)(=O)N2CCN(C)CC2)cc1NC(=O)c1ccccc1F	-1.2	3	2	-3	9	0	0	-1	4	i
C=CCN(C(C(=O)OC)C(C)C)S(=O)(=O)CCNCc1ccccc1 (configuration not stated)	-1.8	-6	4	-2	-1	1	0	-7	0	i
COc1ccc(CNCc2ccc([N+](=O)[O-])cc2)cc1OC	-0.4	0	1	-15	-29	-5	-1	4	-12	i
O=C(Nc1ccccc1)c1ccccc1CSc1ccccc1	1.3	-5	-7	-7	14	-1	0	9	3	i
COc1ccc(S(=O)(=O)N2CCCC2CNC(=O)C(=O)Nc2ccc(C)cc2)cc1 (configuration not stated)	0.5	-2	-3	-9	-3	1	-2	-5	8	i
Cc1ccc(S(=O)(=O)n2nccc2-c2c(-c3ccc(Cl)cc3)noc2C)cc1	4.0	-10	2	-12	-4	-2	0	1	-1	i
O=c1c2ccccc2[nH]c(=S)n1Cc1cccs1	1.9	1	3	-5	7	-1	3	12	-1	i
Nc1nc2ncccn2c1-c1ccc(F)c(F)c1	-1.4	.	.	.	2	4	.	-4	-15	.
O=C(NCc1cccnc1)/C(=C\c1ccc(-c2ccc(Cl)c(Cl)c2)o1)S(=O)(=O)c1ccccc1	1.0	5	-12	1	-11	-23	3	7	-1	i
CCCCC(CCC(=O)O)(C(=O)OCC)c1csc(Nc2ccc(C)cc2)n1 (configuration not stated)	0.4	-13	0	-5	-2	2	-4	-6	3	i
Cc1ccc(CNC(=O)Cn2ncn3cccc3c2=O)cc1	0.2	-1	2	4	1	0	-1	1	4	i
COC(=O)[C@@]12C[C@@H](CC(=O)NCc3ccc(C)o3)C(=O)N(Cc3ccccc3)C1=CCC(C)(C)C2	-0.8	.	.	.	1	-7	.	2	-4	.
CC(C)(C)NC(=O)C(c1ccncc1)n1c(=O)c(-c2ccco2)nc2ccccc21 (configuration not stated)	1.0	.	.	.	-11	-4	.	2	-9	.
Next section.
SMILES	LMPTP inh	NadD block	DNMT1 inh	Scp-1 inhibitor	CendR NRP1 mod	MT1-MMP act inh	STEP block	SKN-1 block	SUMO1-SIM PPI	Rpn11 block
CCn1c(SCC(=O)Nc2ccccc2Cl)nnc1C1CC1	-1.4	1	2	3	-2	4	0	9	2	i
O=C(Nc1nc2ccccc2s1)c1c(F)cccc1Cl	-0.5	4	0	-10	14	0	-3	13	5	i
CCc1nnc2sc(-c3ccc(NC(=O)c4ccc5c(c4)OCCO5)cc3)nn12	-0.1	5	-5	0	7	9	-3	7	-1	i
CCCCn1nc(C(=O)O)ccc1=O	-2.1	-1	2	-1	3	-2	0	-12	1	i
CCCc1nnc(NC(=O)C2CC(=O)N(CCc3ccc(F)cc3)C2)s1 (configuration not stated)	0.6	1	0	4	5	1	5	4	3	i

Compound activity from PubChem.
